High-throughput results deposited in PubChem BioAssay by several laboratories.
PG9 binder – PG9 antibody binding by small molecule; TR-FRET gp120-PG9 antibody binding; inhibition, % at 6.7 µM; 360,000 tested, 0.43% active; in the data active = inhibition above about 8.5%
mABHD4 FP – inhibits mouse alpha/beta hydrolase domain 4 | purified mABHD4, FP-Rh probe fluorescence polarization | inhibition, % at 8.92 µM | 370,000 tested, 0.54% active;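 active = inhibition exceeding the mean over every tested compound plus 3 SD, cut at about 30% in these data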;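 also: 0% = plate median of compound wells and 100% = S159A mutant with DMSO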
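System: mouse ABHD4 enzyme, wild type / Medium: HEPES pH 7.0, NaCl, Pluronic buffer / Reagent: FP-Rh activity-based fluorescent probe / Control set: S159A mutant high control, sample median low control / Detection: fluorescence polarization with parallel and perpendicular emission, 525/598 nm / Schedule: 45 min + 60 min at 25 °C / Compound dosing: 8.92 µM, single dose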
rCAG binder – r(CAG) repeat RNA binding; AID 651821; inhibition, % at 3 µM; TO-PRO-1 dye displacement fluorescence; 370,000 tested, 1.3% active;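 active = inhibition above the plate cutoff, the mean of all test compounds on that plate plus 3 SD, cut at about 35% in these data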;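 also: 0% = DMSO alone and 100% = 100 µM mitoxantrone as full dye displacement; higher means more dye released from RNA so lower well fluorescence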
TCR CD3 inh – human TCR-CD3 binding inhibition | AID 651800 | TAMRA-labeled TCR probe fluorescence, biochemical | 360,000 tested, 0.37% active | inhibition, % at 9.4 µM; in the data active = inhibition above about 19%;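 also: recombinant mutant TCR 2C K166C tagged with TAMRA read by polarization; 0% = receptor in buffer alone and 100% = receptor with positive control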
PRMT1 inh – inhibitors of human PRMT1; 370,000 tested, 1.3% active; inhibition, % at 2.79 µM; AID 652257; recombinant PRMT1, activity-based probe fluorescence polarization; Q99873;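 active = inhibition above about 21% made by adding two undisclosed values, limit read from the data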
MBD2 DNA inh – MBD2-methylated oligo binding inhibition | Q9UBB5 | TR-FRET, MBD2 binding to methylated oligonucleotide | inhibition, % at 4.4 µM | 370,000 tested, 0.31% active | AID 686964; in the data active = inhibition above about 13%
NR1D1 modulator – Rev-erb alpha (human) modulation; P20393; Rev-erbα–FITC-DNA binding, fluorescence polarization, 90 min; activity, % at 10 µM; 370,000 tested, 0.79% active; AID 1259318;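 active = activity above about 14%, limit read from the data; passing the limit was not always enough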;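 also: 0% = DMSO wells with 35 nM protein and 100% = DMSO wells with 750 nM protein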
UHRF1 MBD2 ctr – human UHRF1 methylated DNA binding inhibitors; Q96T88; UHRF1 binding to methylated oligo, TR-FRET; inhibition, % at 4.4 µM; 370,000 tested, 0.75% active; in the data active = inhibition above about 21%;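 also: UHRF1 SRA domain binding a hemimethylated CpG hairpin DNA probe; 0% = median of test compound wells and 100% = reference inhibitor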
Target sequence (Q96T88 whole entry, looked up, the tested form may be a part): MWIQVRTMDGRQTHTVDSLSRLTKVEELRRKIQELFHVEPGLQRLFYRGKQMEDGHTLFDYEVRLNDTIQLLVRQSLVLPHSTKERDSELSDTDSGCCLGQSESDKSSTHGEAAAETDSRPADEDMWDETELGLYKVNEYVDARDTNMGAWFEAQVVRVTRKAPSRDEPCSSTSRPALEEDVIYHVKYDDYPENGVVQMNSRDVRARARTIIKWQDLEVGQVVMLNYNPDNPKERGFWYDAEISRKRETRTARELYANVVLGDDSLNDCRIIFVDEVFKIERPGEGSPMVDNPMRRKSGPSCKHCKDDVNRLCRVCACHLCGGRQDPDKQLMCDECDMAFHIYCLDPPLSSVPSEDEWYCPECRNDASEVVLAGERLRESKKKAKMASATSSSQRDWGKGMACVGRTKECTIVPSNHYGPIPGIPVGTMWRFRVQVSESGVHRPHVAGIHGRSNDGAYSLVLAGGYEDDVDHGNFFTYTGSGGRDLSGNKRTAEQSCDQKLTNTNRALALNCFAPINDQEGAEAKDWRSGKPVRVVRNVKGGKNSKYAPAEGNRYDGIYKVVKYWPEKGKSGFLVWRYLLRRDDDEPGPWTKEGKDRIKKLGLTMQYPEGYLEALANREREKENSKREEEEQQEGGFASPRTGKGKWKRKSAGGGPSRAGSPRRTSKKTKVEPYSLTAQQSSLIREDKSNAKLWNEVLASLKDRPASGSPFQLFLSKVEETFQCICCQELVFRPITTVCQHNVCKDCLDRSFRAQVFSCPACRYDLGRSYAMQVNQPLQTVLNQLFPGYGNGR
LEDGF integ inh – blocks HIV-1 LEDGF/p75-dependent DNA integration. TR-FRET IN-LEDGF/p75 DNA integration, Eu/Cy5. inhibition, % at 3.7 µM. 370,000 tested, 0.64% active. AID 743269;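 active = inhibition above the screen-wide mean plus 3 SD, cut at about 13% in these data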;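 also: signal is the Cy5 over europium emission ratio at 671 and 618 nm; 0% = plate median of compound wells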
HTRA1 inhibitor – HTRA1 (human) protease inhibition. recombinant HTRA1, FP-rhodamine activity-based probe, fluorescence polarization. inhibition, % at 5.96 µM. 340,000 tested, 0.5% active. AID 504803; in the data active = inhibition above about 36%;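 also: 0% = enzyme with DMSO and 100% = wells lacking enzyme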
* hit, by the source's call; x = not tested or not shown. Some of the compounds tested, so the mix of outcomes need not match the whole.

SMILES	PG9 binder	mABHD4 FP	rCAG binder	TCR CD3 inh	PRMT1 inh	MBD2 DNA inh	NR1D1 modulator	UHRF1 MBD2 ctr	LEDGF integ inh	HTRA1 inhibitor
CCn1c(SCC(=O)Nc2ccc3c(c2)OCCO3)nnc1-c1c[nH]c2ccccc12	-1.3	-7	3	-1	2	2	-1	0	-1	-7
Cc1ccc(-n2c(SCC(=O)Nc3ccc4c(c3)OCCO4)nnc2-c2ccccn2)cc1	x	3	2	x	-11	1	-4	-1	3	x
CCS(=O)(=O)N1CCN(CC2CC3C=CC2C3)CC1 (stereo not drawn)	-0.2	19	-6	2	-1	0	-5	-1	0	7
Cc1cc(N(CCO)CCO)ccc1C(c1ccc(N(CCO)CCO)cc1C)c1ccccc1Cl	0.4	16	-1	6	7	0	3	-3	0	41*
CC1(C)CC(=O)C(C=Nc2ccc(O)cc2)=C(O)C1	-0.5	26	-2	8	5	1	-5	2	0	2
O=C(CSCc1ccccc1Cl)N/N=C/c1ccco1	0.7	-4	-1	-2	2	-6	1	-2	1	1
Cn1c(-c2ccccc2F)cc2onc(-c3ccccc3)c2c1=O	0.2	-3	2	5	0	1	0	-2	0	-6
COC(=O)c1c(C)nc(C)c(C(=O)OC)c1-c1ccc(OC)c(OC)c1	0.0	0	-7	1	-1	-1	-3	1	-3	6
CC1(C)O[C@@H]2[C@H](O1)[C@@H](CO)O[C@H]2n1c(N2CCCCC2)nc2c(N)ncnc21	-0.1	-9	-1	4	2	4	4	4	-2	3
CCOC(=O)CNc1nc(OCC#N)nc(N2CCOCC2)n1	0.2	-11	1	6	3	5	-2	2	-1	1
COc1cccc2c1C1COC3C4CC(C(=O)O)C(C(C2)N13)N4C (stereo not drawn)	-1.2	9	6	-1	0	-4	-13	10	2	6
CNc1nc(Nc2ccc(C)c(Cl)c2)c2cnn(C)c2n1	1.0	-8	15	1	-1	-2	-2	0	2	-10
CCCCCN(C(=O)CN(C)Cc1ccc(OC)cc1OC)c1c(N)n(CCCC)c(=O)[nH]c1=O	-0.3	-2	-2	-1	-3	0	6	-2	-1	-1
C=CCN(CC=C)C(=O)Cc1ccc(F)cc1	-0.9	7	-1	3	-1	-2	-4	0	4	10
O=C(c1ccc(Cn2cc(Br)cn2)cc1)N1N=C(C(F)F)CC1(O)C(F)F (stereo not drawn)	-1.5	-1	2	1	0	5	8	-1	-2	-3
Cc1cccc(C(=O)O/N=C(\N)c2ccc(Cl)cc2)c1	-0.5	1	3	4	0	-6	-4	2	-3	-8
O=C(CN1CCN(S(=O)(=O)/C=C/c2ccccc2)CC1)Nc1ccc(N2CCOCC2)cc1	-0.6	-6	-1	-5	-2	0	-2	7	2	2
COc1ccc(N=C2C(=Nc3ccc(OC)cc3)N(c3ccc(N(C)C)cc3)C(=S)N2c2ccc(OC)cc2)cc1	1.0	1	3	-3	-1	-1	0	-5	0	-1
CCOC(=O)c1c(C)c(C#N)c2c3ccccc3ccn12	-1.5	5	-1	0	-2	3	58*	-1	2	-2
COc1ccc(CN2C(=O)C(=O)N(CC(N)=O)C2=O)cc1	-0.4	-4	1	3	-3	-4	-3	-3	1	7

Nothing new here: entries from further up.
SMILES	PG9 binder	mABHD4 FP	rCAG binder	TCR CD3 inh	PRMT1 inh	MBD2 DNA inh	NR1D1 modulator	UHRF1 MBD2 ctr	LEDGF integ inh	HTRA1 inhibitor
O=C(CN1CCN(S(=O)(=O)/C=C/c2ccccc2)CC1)Nc1ccc(N2CCOCC2)cc1	-0.6	-6	-1	-5	-2	0	-2	7	2	2
COc1ccc(N=C2C(=Nc3ccc(OC)cc3)N(c3ccc(N(C)C)cc3)C(=S)N2c2ccc(OC)cc2)cc1	1.0	1	3	-3	-1	-1	0	-5	0	-1
CCOC(=O)c1c(C)c(C#N)c2c3ccccc3ccn12	-1.5	5	-1	0	-2	3	58*	-1	2	-2
COc1ccc(CN2C(=O)C(=O)N(CC(N)=O)C2=O)cc1	-0.4	-4	1	3	-3	-4	-3	-3	1	7

Later entries
SMILES	PG9 binder	mABHD4 FP	rCAG binder	TCR CD3 inh	PRMT1 inh	MBD2 DNA inh	NR1D1 modulator	UHRF1 MBD2 ctr	LEDGF integ inh	HTRA1 inhibitor
COC(=O)c1cc(C(=O)OCC(=O)c2ccc[nH]2)cc([N+](=O)[O-])c1	-0.5	4	4	8	-2	-3	1	-3	0	1
COc1cc(CN2CCc3ccccc3C2)ccc1O	-0.7	9	-2	-7	0	0	-2	3	-4	0
CO/N=C/C(c1ccc(Cl)nc1)S(=O)(=O)c1ccccc1 (stereo not drawn)	0.6	3	-2	1	-2	3	2	-2	-2	3
Cc1cc(C)n(-c2ccc(NC(=O)C3CCCCN3C(=O)c3cc(C)oc3C)cc2)n1 (stereo not drawn)	-1.5	4	-6	-5	1	1	2	-6	0	-9
O=C(Cc1cccc(C(F)(F)F)c1)Nc1ccc(S(=O)(=O)N2CCCC2)cc1	-0.2	-17	7	15	-5	-4	1	-4	4	-30
Cc1ccccc1OCCC(=O)N1CCN(S(=O)(=O)c2ccc(F)cc2)CC1	-3.1	6	-7	-2	3	1	0	-2	-1	-1
COc1ccc(NC(=O)CSc2nc3ccccc3c(=O)n2CCCC(=O)NCC2CCCO2)c(OC)c1 (stereo not drawn)	-1.1	11	-6	8	0	2	-7	1	-4	3
C=C(C)COc1ccc2c(C)c(CC(=O)N3C[C@H]4C[C@@H](C3)c3cccc(=O)n3C4)c(=O)oc2c1C	2.8	5	-3	4	-2	2	4	1	-4	-7
Cc1cc([N+](=O)[O-])nn1CC(=O)NNC(=S)Nc1ccc(F)cc1	-1.3	9	4	5	-3	-6	-4	0	-2	0
CCSc1cc(N2CCCC2)nc(-c2cccc(C)c2)n1	0.7	2	1	2	-4	2	-1	2	-1	-4
CC(C)(C)c1ccc(C(=O)N2CCC(C(=O)NCC3CCCO3)CC2)cc1 (stereo not drawn)	0.9	-4	-1	-3	0	1	3	5	2	6
Cc1cccc(-n2ccnc2SCC(=O)Nc2ccc3c(c2)OCCO3)c1	0.4	6	-4	7	3	-2	3	0	3	-10
Cc1cc2ncn(C(=O)c3c(-c4ccccc4Cl)noc3C)c2cc1C	0.1	5	-1	3	3	0	-5	-2	-1	7
O=C1CCCN1CCC1CCN(C2CC(=O)N(Cc3ccc(N4CCCC4=O)cc3)C2=O)CC1 (stereo not drawn)	1.5	-11	-2	-6	93*	9	-1	5	3	0
Cc1ccc(Nc2ncnc3ccccc23)cc1	-2.5	4	-2	4	1	6	-1	2	1	-9
CCOc1ccc(S(=O)(=O)NCCOC)cc1C	-1.3	-3	2	5	0	-5	1	-3	1	5
COc1ccc(CCNc2nc(C)cc(=O)[nH]2)cc1OC	-3.9	-12	3	-4	-3	-4	-3	-2	7	-1
O=C(/C(=N/O)n1cncn1)c1ccccc1Cl	0.8	1	0	-3	7	5	-3	0	-2	7
COc1ccc(CCC(=O)NCc2cn3ccc(C)cc3n2)cc1	0.5	4	9	10	0	-4	1	-2	-1	0
Cc1ccc2c(c1)c1c(n2CC(O)CN2CCCCCC2)CCCC1 (stereo not drawn)	-1.7	2	-1	1	-4	0	3	2	5	6
CC(C)C(NC(=O)C1CCC(C(C)(C)C)CC1)C(=O)NCCc1ccc(S(N)(=O)=O)cc1 (stereo not drawn)	-0.5	-12	20	-12	-2	-2	4	5	7	5
Cc1cccc(-n2nnc(C(=O)NCc3ccccc3)c2N)c1	1.6	2	-5	7	1	-8	4	0	-1	-8
Cc1cccc(C)c1NC(=O)c1sc(N)nc1-c1ccccc1	1.7	6	-2	4	-3	1	1	-2	-2	-16
COC(=O)CSc1nc(NC(C)C)nc(N2CCOCC2)n1	0.9	-2	-8	2	-1	3	-5	-2	-1	2
CCOc1ccc(NC(=O)C2CCC(CNc3c(N4CCOCC4)c(=O)c3=O)CC2)cc1 (stereo not drawn)	0.0	-3	1	-1	-3	-5	1	-1	-2	-3
Cc1cnc(NC(=O)Cc2ccc(S(=O)(=O)N3CCOCC3)s2)s1	0.2	4	3	-2	38*	4	9	4	-2	-6
Cc1ccccc1/C=N/Nc1ncnc2nc[nH]c12	-2.2	2	5	3	-1	-2	-3	-1	-1	2
Cc1ccc(-c2cc(C(=O)NN=Cc3ccc(-c4ccccc4)cc3)[nH]n2)cc1C	x	3	8	x	-2	1	-6	-1	3	x
COc1ccc(OC)c2sc(Cl)nc12	0.7	0	-3	-7	13	0	-1	2	-1	0
CCOC(=O)N1CCC(NC(=O)c2ccc(CS(=O)c3cccc(Cl)c3)o2)CC1 (stereo not drawn)	-1.4	4	-5	5	-3	0	-3	0	5	3
COCCNC(=O)CCSc1nc(-c2ccc(OC)cc2)cc(C(F)(F)F)n1	-0.6	3	-5	2	-3	-2	-2	-1	0	8
O=C(COC(=O)C1CCN(c2ccc(C(F)(F)F)cn2)CC1)c1ccc(Cl)cc1	-1.8	-9	0	-4	2	2	-4	0	-5	-15
CC1=CCC2C(=O)N(Cc3ccccc3)C(=O)C2C1 (stereo not drawn)	0.0	6	0	3	1	1	-10	-1	-3	2
CC1(c2ccc3ccccc3c2)NC(=O)N(CC(=O)O)C1=O (stereo not drawn)	-1.7	3	-1	1	0	4	2	1	-4	8
CCOc1ccc(C(=O)N2CCc3ccccc32)cc1	-0.2	-1	-4	2	4	-4	4	-2	-1	4
O=C(NCc1ccc(F)cc1)C1(S(=O)(=O)c2ccc(Cl)cc2)CC1	-2.3	-4	-1	5	-3	-2	-3	0	2	-2
CC(C)c1ccc(NC(=O)c2n[nH]c(=O)c3ccccc23)cc1	0.2	3	-1	1	0	-3	1	4	-2	-9
CN(CC(=O)Nc1cccc(F)c1)C(=O)c1ccccc1Sc1ccccc1C#N	-1.4	-3	4	6	-2	0	-2	2	-1	-14
CCCN(CCC)C(=O)CSc1nc2ccccc2c(=O)n1CC1COc2ccccc2O1 (stereo not drawn)	0.3	0	5	-5	-3	-1	-5	4	1	5
COCCCNc1nc(-c2ccc(Cl)cc2)nc2ccccc12	-0.8	-37	4	6	0	2	-5	-2	1	-64
O=C(CN(C(=O)CCC(=O)Nc1nccs1)c1ccc2c(c1)OCO2)NCc1ccccc1	1.1	2	0	5	-2	-5	-6	0	-2	-6
C#CCSc1nnc(-c2cccc3ccccc23)o1	1.9	-12	3	-2	-1	4	8	2	-2	-18
C=C(C)Cn1c(CCCNC(=O)CC)nc2ccccc21	0.0	1	-4	-2	0	1	2	6	-6	-4
O=C(CCc1nnc(C2(c3ccc(Cl)cc3)CCC2)o1)N1CCCC1	0.9	-2	-5	-4	-3	-4	-2	2	2	5
COc1ccc(CC2(c3ccccc3)NC(=O)NC2=O)cc1 (stereo not drawn)	-0.6	1	0	3	-2	2	-2	-1	0	0
O=C(CCCNS(=O)(=O)c1cccc2nsnc12)NCc1ccc(F)cc1	-1.2	11	2	2	0	-6	7	-2	1	-5
O=C1C(=O)N(Cc2cccnc2)C(c2ccccn2)/C1=C(/O)c1ccc(Br)cc1 (stereo not drawn)	11*	3	2	-3	0	-1	-3	-2	5	3
CCC(C(=O)NC1CCCC1)N(Cc1ccccc1Cl)C(=O)c1snc(C(N)=O)c1N (stereo not drawn)	1.2	-3	-2	2	2	0	5	-1	-2	1
Nc1ccc(C(=O)OCC(=O)Nc2cccc(S(=O)(=O)NC3=NCCCCC3)c2)cc1[N+](=O)[O-]	-0.5	0	8	-2	5	-5	-3	-1	-1	2
CCOC(=O)c1c(-c2ccc(OC)cc2)csc1NC(=O)CSc1nnc(C)c(=O)[nH]1	1.3	-22	63*	-2	1	0	2	-2	4	-22
